NPY Y2 blocker = blocks the human neuropeptide Y Y2 receptor | P49146 | NPY-Y2 expressing cells, antagonist mode | inhibition, % at 2.7 µM | 140,000 compounds, 0.99% hits | AID 793; in the data active = inhibition above about 17%;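 note: 0% = vehicle with agonist challenge and 100% = reference antagonist with challenge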
Target sequence (P49146 whole entry, looked up): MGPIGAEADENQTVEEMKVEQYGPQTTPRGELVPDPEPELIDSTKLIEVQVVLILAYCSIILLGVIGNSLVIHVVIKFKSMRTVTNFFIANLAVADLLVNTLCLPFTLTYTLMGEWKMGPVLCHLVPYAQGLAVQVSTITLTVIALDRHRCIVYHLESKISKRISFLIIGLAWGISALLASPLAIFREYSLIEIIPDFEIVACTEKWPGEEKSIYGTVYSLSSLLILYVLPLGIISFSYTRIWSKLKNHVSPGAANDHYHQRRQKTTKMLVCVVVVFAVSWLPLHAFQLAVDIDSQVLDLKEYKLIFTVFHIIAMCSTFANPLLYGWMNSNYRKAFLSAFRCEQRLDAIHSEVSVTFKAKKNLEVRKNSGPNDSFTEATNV
bCat KO growth = beta-catenin-lacking colon tumor cell growth suppression; HCT116 beta-catenin knockout viability, CellTiter-Glo, 60 h; hits give low values; viability, % at 10 µM; 140,000 compounds, 1.5% hits;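 active = viability at or under a set limit, the compound median less 4 SD, cut at about 6% in these data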;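 note: 0% = Hyamine 1622 control at 20 µM and 100% = untreated cell control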
GALR2 antag = GALR2 (human) receptor antagonism; O43603; inhibition, % at 4 µM; 140,000 compounds, 0.39% hits; GALR2-expressing cells, antagonist mode; in the data active = inhibition above about 27%;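 note: cells stimulated with galanin 1-16 at roughly its EC80; 0% = agonist challenge control and 100% = basal control without agonist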
Target sequence (O43603 whole entry, looked up): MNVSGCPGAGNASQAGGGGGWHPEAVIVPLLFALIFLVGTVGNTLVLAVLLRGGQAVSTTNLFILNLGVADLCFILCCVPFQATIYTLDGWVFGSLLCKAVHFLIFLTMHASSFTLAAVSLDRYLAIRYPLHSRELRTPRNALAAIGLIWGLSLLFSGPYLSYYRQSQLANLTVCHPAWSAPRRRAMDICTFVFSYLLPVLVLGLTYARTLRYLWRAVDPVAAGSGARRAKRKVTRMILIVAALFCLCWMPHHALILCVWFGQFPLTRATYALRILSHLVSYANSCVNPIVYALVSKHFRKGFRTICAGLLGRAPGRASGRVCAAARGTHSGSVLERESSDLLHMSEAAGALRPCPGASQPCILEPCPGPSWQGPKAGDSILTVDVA
Measles CPE = protection of cells from measles virus; Measles virus-infected cells, CPE protection, absorbance; protection (pct of control), % at 4 µM; 140,000 compounds, 1.5% hits; AID 841; in the data active = protection mostly above about 24%, no sharp cut-off; inactive = mostly below about 26%; note: some compounds called inactive have numbers as strong as hits
HCT116 PTEN-null = growth suppressors of cells with PTEN tumor suppressor deletion. HCT116 PTEN-null viability, CellTiter-Glo, 60 h; hits give low values. viability, % at 10 µM. 140,000 compounds, 1.2% hits;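 active = viability at or below a set limit, 4 SD under the median of all tested compounds, cut at about 3.7% in these data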;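 note: PTEN knockout HCT116 line with beta catenin targeted HCT116 as companion control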
MRP-1 activ = activators of MRP-1. H69AR cells + doxorubicin, viability rescue, CellTiter-Glo. viability increase, % at 10 µM. 140,000 compounds, 0.61% hits. AID 799;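 active = viability gain under doxorubicin at or above a set limit, the compound median plus 3 SD, cut at about 4.7% in these data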;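 note: MRP-1 overexpressing cells given doxorubicin 25 µM after compound pretreatment; 18-22 h compound pretreatment then 72 h with doxorubicin before readout; 0% = doxorubicin-only wells and 100% = vehicle-treated cells without doxorubicin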
E-sel TNF inh = blocks E-selectin expression induced by TNF alpha | HUVEC TNFa-induced E-selectin immunofluorescence, high content | inhibition, % at 2 µM | 120,000 compounds, 0.71% hits;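 active = inhibition above the batch mean plus 3 SD, and confirmed as a hit on visual image review, cut at about 43% in these data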;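 note: 0% = TNF-stimulated DMSO wells and 100% = unstimulated control wells; not every result past the cut was called active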
Phagocyt inh = inhibitors of macrophage phagocytosis; 110,000 compounds, 0.07% hits; inhibition, % at 5 µM; J774A.1 macrophage IgG-bead phagocytosis, imaging; AID 1029;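 active = inhibition above the mean of the plate negative controls plus 5 SD, cut at about 13% in these data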;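 note: phagocytic index as fraction of beads internalized from green versus red external bead signal; plate controls were DMSO negative control for no effect and cytochalasin-D positive control for full effect; some results beyond the cut were filed as inactive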
Yeast lifespan up = yeast lifespan extension | inhibition of the nicotinamide effect, % at 10 µM | AID 775 | 130,000 compounds, 0.68% hits | S. cerevisiae growth with nicotinamide, OD615; deaD strain in restrictive glucose medium;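 active = inhibition above a set limit, placed 3 SD over the median of all compounds, cut at about 26% in these data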;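 note: 0% = nicotinamide-treated wells and 100% = cells grown without nicotinamide; some compounds called inactive have numbers as strong as hits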
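Assay system: engineered S. cerevisiae DeaD replicative-lifespan strain, galactose-grown log-phase cells; Buffer or medium: CSMM-D glucose medium, restrictive; Probe or stimulus: nicotinamide 1.5 mM; Compound: single dose 10 µM compound, 0.25% DMSO; Schedule: 4 h preincubation then 48 h treatment at 30 °C; Technique: OD615 measurement.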
Yeast growth inh = chemicals that inhibit yeast BB579 growth in restrictive medium (lifespan-shortening candidates). S. cerevisiae BB579 growth, OD615, 48 h. inhibition, % at 10 µM. 140,000 compounds, 0.51% hits;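 active = inhibition above a set limit, 3 SD over the mean compound inhibition, cut at about 44% in these data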; note: inactives centre near -24
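Assay system – yeast BB579 (DeaD) · Dosing – single compound dose of 10 µM, 0.25% DMSO final · Detection – OD615 turbidity measurement · Buffer or medium – CSMM-D restrictive synthetic medium containing dextrose (glucose) · Benchmarks – positive control amphotericin B 10 µg/mL · Incubation – 48 h exposure, 30 °C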
Numbers without * were called inactive; & = joins results of further samples.

COc1cc(C2Nc3ccccc3C(=O)N2c2ccccc2)ccc1O (centres undefined) was read as NPY Y2 blocker 6.7, bCat KO growth 85.9, GALR2 antag -10.5, Measles CPE 8.5, HCT116 PTEN-null 95.8, MRP-1 activ -0.1, E-sel TNF inh 9.6, Phagocyt inh 3.2, Yeast lifespan up -10.5 and Yeast growth inh -16.9.
For CCOC(=O)CSc1nc(N)nc(C)c1Br the results were NPY Y2 blocker 1.3, bCat KO growth 107.2, GALR2 antag -8.6, Measles CPE 11.6, HCT116 PTEN-null 107.1, MRP-1 activ 18.7*, E-sel TNF inh -11.0, Yeast lifespan up -8.1 and Yeast growth inh -22.1.
O=C(O)C1C2C=CC(C2)C1C(=O)N1CCN(C/C=C/c2ccccc2)CC1 (centres undefined) was read as NPY Y2 blocker 0.8, bCat KO growth 100.9, GALR2 antag 1.2, Measles CPE 14.0, HCT116 PTEN-null 96.0, MRP-1 activ -2.1, E-sel TNF inh -6.4, Yeast lifespan up -19.2 and Yeast growth inh 0.8.
Screening COCCCNC(=O)COc1ccc(S(=O)(=O)NCc2ccccc2)cc1Cl returned NPY Y2 blocker 5.8, bCat KO growth 88.2, GALR2 antag -10.4, Measles CPE 4.6, HCT116 PTEN-null 81.5, MRP-1 activ -2.3, E-sel TNF inh 91.6*, Phagocyt inh -4.7, Yeast lifespan up 10.9 and Yeast growth inh -21.3.
For CCc1nc(SCC(=O)NCCc2ccc(OC)c(OC)c2)c2c(=O)n(C)c(=O)n(C)c2n1 the results were bCat KO growth 96.5, Measles CPE 4.8, HCT116 PTEN-null 110.1, MRP-1 activ 1.5, Phagocyt inh -1.6, Yeast lifespan up -6.7 and Yeast growth inh -31.1.
COc1ccccc1-n1cnnc1SCc1csc(-c2ccccc2)n1 was read as NPY Y2 blocker 2.7, bCat KO growth 105.1, GALR2 antag -3.9, Measles CPE 1.9, HCT116 PTEN-null 94.0&94.8, MRP-1 activ -0.2, E-sel TNF inh -12.3, Phagocyt inh -0.2, Yeast lifespan up -4.6 and Yeast growth inh -46.1.
Screening CCCCCCC(=O)N(O)C1CC(=O)N(Cc2ccccc2)C1=O (centres undefined) returned NPY Y2 blocker 6.9, bCat KO growth 56.7, GALR2 antag -8.1, Measles CPE 3.8, HCT116 PTEN-null 63.7, MRP-1 activ -2.8, E-sel TNF inh -16.9, Phagocyt inh -0.3, Yeast lifespan up 0.4 and Yeast growth inh -64.1.
Cc1ccc(CSC2=Nc3ccccc3C3=NC(CCC(=O)NCc4ccco4)C(=O)N23)cc1 (centres undefined) was read as NPY Y2 blocker 0.3, bCat KO growth 91.7, GALR2 antag -30.3, Measles CPE 4.4, HCT116 PTEN-null 82.9, MRP-1 activ -3.7, Phagocyt inh -1.1, Yeast lifespan up -13.9 and Yeast growth inh -61.1.
`COc1ccc(-c2nc(SCC(=O)NCc3ccco3)c(-c3ccccc3)[nH]2)cc1OC` gave NPY Y2 blocker 6.2, bCat KO growth 84.5, GALR2 antag -4.3, Measles CPE 18.7, HCT116 PTEN-null 68.4, MRP-1 activ -3.1, E-sel TNF inh 0.4, Yeast lifespan up -2.5 and Yeast growth inh -16.5.
`O=c1[nH]nc(Cc2ccccn2)c2ccccc12` gave NPY Y2 blocker 1.0, bCat KO growth 90.0, GALR2 antag 6.4, Measles CPE 8.2, HCT116 PTEN-null 87.1, MRP-1 activ -0.8, E-sel TNF inh -35.1, Phagocyt inh -0.8, Yeast lifespan up -2.6 and Yeast growth inh -27.6.
`O=C(/C=C/NCc1ccc(F)cc1)c1ccccc1` gave NPY Y2 blocker 3.1, bCat KO growth 87.5, GALR2 antag 14.1, Measles CPE 8.0, HCT116 PTEN-null 95.9, MRP-1 activ 2.4, Phagocyt inh -1.2, Yeast lifespan up 26.6* and Yeast growth inh -33.1.
`COc1ccc(/C=C/C(=O)OCC(=O)Nc2ccc(Cl)c(S(=O)(=O)N(C)C)c2)cc1OC` gave NPY Y2 blocker 5.9, bCat KO growth 94.0, GALR2 antag 12.2, Measles CPE 6.9, HCT116 PTEN-null 89.2, MRP-1 activ 1.1, Yeast lifespan up 6.2 and Yeast growth inh -46.7.
`CN1CCN(C2CCCCCC2)CC1` gave NPY Y2 blocker 0.5, bCat KO growth 93.9, GALR2 antag 7.2, Measles CPE 4.8, HCT116 PTEN-null 93.2, MRP-1 activ -2.7, E-sel TNF inh 1.1, Yeast lifespan up -3.5 and Yeast growth inh -37.1.
`COC(=O)c1ccc(OC)c(CSc2nnc(COc3ccc(Cl)cc3)o2)c1` gave NPY Y2 blocker 26.8*, bCat KO growth 67.9, GALR2 antag -10.8, Measles CPE 8.8, HCT116 PTEN-null 69.1, MRP-1 activ 6.9*, E-sel TNF inh -22.3, Yeast lifespan up -5.6 and Yeast growth inh -34.3.
Screening COc1ccc(C(c2nnnn2CCc2ccccc2)N2CCN(C)CC2)cc1OC (centres undefined) returned NPY Y2 blocker 2.2, bCat KO growth 87.1, GALR2 antag 0.1, Measles CPE 11.5, HCT116 PTEN-null 93.0, MRP-1 activ -3.3, E-sel TNF inh -27.8, Phagocyt inh -1.7, Yeast lifespan up -8.6 and Yeast growth inh -12.9.
CC(C)C(=O)N=C1NC(=O)CS1 was read as NPY Y2 blocker 2.9, bCat KO growth 97.0, GALR2 antag 12.2, Measles CPE 24.4, HCT116 PTEN-null 105.1, MRP-1 activ 0.6, E-sel TNF inh 6.2, Phagocyt inh -2.6, Yeast lifespan up 10.2 and Yeast growth inh -56.5.
Screening COCCCNC(=O)Cn1nc(-c2ccccc2OC)ccc1=O returned NPY Y2 blocker 1.2, bCat KO growth 86.7, GALR2 antag 3.0, Measles CPE 6.1, HCT116 PTEN-null 91.9, MRP-1 activ -2.8, E-sel TNF inh 2.1, Yeast lifespan up -16.4 and Yeast growth inh -14.0.
`CCC(=O)NC(=S)Nc1ccc(-c2nc3ccccc3s2)cc1` gave NPY Y2 blocker 3.7, bCat KO growth 89.9, GALR2 antag 6.2, Measles CPE 3.8, HCT116 PTEN-null 113.4, MRP-1 activ -1.1, E-sel TNF inh 5.4, Phagocyt inh -0.4, Yeast lifespan up -12.2 and Yeast growth inh -79.2.
Screening CCCCn1c(N)c(N(CC(C)C)C(=O)CN(C)Cc2cccc(OC)c2)c(=O)[nH]c1=O returned NPY Y2 blocker 4.3, bCat KO growth 96.5, GALR2 antag -8.8, Measles CPE 15.9, HCT116 PTEN-null 97.8, MRP-1 activ -0.6, E-sel TNF inh -13.8, Phagocyt inh -0.1, Yeast lifespan up 1.4 and Yeast growth inh -26.4.
For O=c1c(=O)n(O)c2ccccc2n1O the results were NPY Y2 blocker 1.9, bCat KO growth 97.2, GALR2 antag 7.7, Measles CPE 10.2, HCT116 PTEN-null 104.0, MRP-1 activ -0.3, E-sel TNF inh -6.6, Yeast lifespan up -1.0 and Yeast growth inh -75.0.
CCOC(=O)/C(C#N)=C/C1=C(N2CCCC2)CC(C)(CC)OC1 (centres undefined) was read as NPY Y2 blocker 1.9, bCat KO growth 95.8, GALR2 antag -5.4, Measles CPE 4.2, HCT116 PTEN-null 91.9, MRP-1 activ -2.4, E-sel TNF inh 1.7, Phagocyt inh -1.0, Yeast lifespan up -4.3 and Yeast growth inh -30.9.
`CCC1(C)CC(C(CC(=O)O)c2ccc(C)cc2)CCO1` (centres undefined) gave NPY Y2 blocker -1.0, bCat KO growth 77.3, GALR2 antag -11.4, Measles CPE 5.5, HCT116 PTEN-null 99.6, MRP-1 activ -0.2, E-sel TNF inh -0.1, Phagocyt inh 1.0, Yeast lifespan up 4.0 and Yeast growth inh -45.8.
CC[n+]1c(/C=C2\C=C(C)CC(C)(C)C2)sc2ccccc21 was read as NPY Y2 blocker 19.9*, bCat KO growth 41.7, GALR2 antag 8.9, Measles CPE 12.8, HCT116 PTEN-null 15.6, MRP-1 activ -5.4, E-sel TNF inh -38.3, Phagocyt inh -4.0, Yeast lifespan up 40.0* and Yeast growth inh -14.8.
CCn1c(SCC(=O)N/N=C/c2ccc(C)o2)nnc1-c1ccc(C(C)(C)C)cc1 was read as NPY Y2 blocker 5.0, bCat KO growth 86.8, GALR2 antag -16.9, Measles CPE 16.7, HCT116 PTEN-null 89.2, MRP-1 activ -1.7, Phagocyt inh -3.7, Yeast lifespan up 0.3 and Yeast growth inh -13.7.
For C=CCn1c(COc2ccccc2C)nnc1SCC(=O)O the results were NPY Y2 blocker 2.2, bCat KO growth 97.2, GALR2 antag -1.7, Measles CPE 3.7, HCT116 PTEN-null 97.2, MRP-1 activ -1.4, E-sel TNF inh -45.3, Yeast lifespan up -2.1 and Yeast growth inh -25.4.
`CCn1c2ccccc2c2cc(NC(=O)CSc3nnc(-c4ccc(OC)cc4)n3N)ccc21` gave NPY Y2 blocker -5.0, bCat KO growth 35.0, GALR2 antag 9.1, Measles CPE 5.3, HCT116 PTEN-null 30.0, MRP-1 activ -3.3, E-sel TNF inh 11.3, Yeast lifespan up -25.2 and Yeast growth inh -46.7.
For O=c1cc(-c2ccccc2)nc(SCc2ccc(F)cc2)[nH]1 the results were NPY Y2 blocker 4.2, bCat KO growth 100.1, GALR2 antag 15.8, Measles CPE 8.7, HCT116 PTEN-null 102.9, MRP-1 activ 0.6, E-sel TNF inh -0.6, Phagocyt inh -5.7, Yeast lifespan up -3.8 and Yeast growth inh -34.2.
For Cc1cc2oc3c(c(=O)c2cc1C)C(c1cccc(Br)c1)N(Cc1ccco1)C3=O (centres undefined) the results were NPY Y2 blocker 0.8, bCat KO growth 1.8*, GALR2 antag -2.2, Measles CPE 4.3, HCT116 PTEN-null 1.4*, MRP-1 activ -6.7, Phagocyt inh -1.0, Yeast lifespan up 11.2 and Yeast growth inh -37.6.
O=C(O)c1cnc(-c2ccccc2)nc1Sc1ccccc1Cl was read as NPY Y2 blocker 4.6, bCat KO growth 96.8, GALR2 antag 2.9, Measles CPE 6.8, HCT116 PTEN-null 97.2, MRP-1 activ -2.8, E-sel TNF inh -24.2, Yeast lifespan up 22.1 and Yeast growth inh -60.9.
`CCc1ccc(C2NC(=S)NC3=C2C(=O)CCC3)cc1` (centres undefined) gave NPY Y2 blocker 1.6, bCat KO growth 87.8, GALR2 antag -0.1, Measles CPE 8.9, HCT116 PTEN-null 85.9, MRP-1 activ -1.6, E-sel TNF inh -28.0, Phagocyt inh -3.0, Yeast lifespan up 3.2 and Yeast growth inh -34.7.
For Cc1cccc(-n2c(CNC(=O)COc3ccccc3)nnc2SCC(=O)Nc2nccs2)c1 the results were NPY Y2 blocker -0.9, bCat KO growth 109.3, GALR2 antag -13.7, Measles CPE 23.2, HCT116 PTEN-null 106.9, MRP-1 activ -1.8, E-sel TNF inh -2.4, Yeast lifespan up -30.6 and Yeast growth inh -9.1.
For CN(C)c1ccc(/C=N/NC(=O)CN(c2ccccc2Cl)S(C)(=O)=O)cc1Br the results were NPY Y2 blocker 5.1, bCat KO growth 85.4, GALR2 antag 1.8, Measles CPE 4.1, HCT116 PTEN-null 86.7, MRP-1 activ 0.2, E-sel TNF inh 0.0, Yeast lifespan up -21.0 and Yeast growth inh -38.7.
